Compound activity: PubChem BioAssay, National Center for Advancing Translational Sciences (NCATS)
FBPA Giardia inh: qHTS Assay for Inhibitors of Fructose-1,6-bisphosphate Aldolase from Giardia Lamblia; A8B2U2; purified Giardia FBPA; Potency, µM (titrated, usually from 59.6 µM), for the others: at the top dose activity, negative = inhibition, hits mostly inhibitors; 290,000 tested, 0.71% active; AID 2451, 2010; note: potency is the fitted concentration of half-maximal effect; nearly all actives have a fitted effect of over 55% in size
Target sequence (A8B2U2 whole entry, looked up): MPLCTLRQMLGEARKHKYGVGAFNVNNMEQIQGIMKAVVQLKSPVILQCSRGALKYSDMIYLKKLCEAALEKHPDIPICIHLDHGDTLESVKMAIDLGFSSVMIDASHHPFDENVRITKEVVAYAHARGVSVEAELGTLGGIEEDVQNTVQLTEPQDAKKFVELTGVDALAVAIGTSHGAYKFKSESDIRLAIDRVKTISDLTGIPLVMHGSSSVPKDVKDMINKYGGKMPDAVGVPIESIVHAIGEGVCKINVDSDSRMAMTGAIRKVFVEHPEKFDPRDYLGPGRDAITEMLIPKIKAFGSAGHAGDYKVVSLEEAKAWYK
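Giardia FBPA (40 nM reagent) was preincubated 10 min at RT with compound (up to 57.5 uM final), then substrate plus GAPDH/TPI/NAD/arsenate coupling system with diaphorase/resazurin was added; resorufin fluorescence (525/598 nm) was read after 20 min.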
AmpC inh detg: qHTS Inhibitors of AmpC Beta-Lactamase (assay with detergent). P00811. AmpC hydrolysis of nitrocefin, absorbance 480 nm, 0.01% Triton. Potency, µM (series often up to 114 µM), inactives show at the highest dose activity change, negative = inhibition, usual class: inhibitors. 370,000 tested, 0.041% active;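 note: potency is the fitted concentration of half-maximal effect; 0% = no-compound wells and -100% = no-enzyme wells; nearly all actives have a fitted effect of over 25% in size; some results filed as inactive show a strong effect at the top dose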
Target sequence (P00811 whole entry, looked up): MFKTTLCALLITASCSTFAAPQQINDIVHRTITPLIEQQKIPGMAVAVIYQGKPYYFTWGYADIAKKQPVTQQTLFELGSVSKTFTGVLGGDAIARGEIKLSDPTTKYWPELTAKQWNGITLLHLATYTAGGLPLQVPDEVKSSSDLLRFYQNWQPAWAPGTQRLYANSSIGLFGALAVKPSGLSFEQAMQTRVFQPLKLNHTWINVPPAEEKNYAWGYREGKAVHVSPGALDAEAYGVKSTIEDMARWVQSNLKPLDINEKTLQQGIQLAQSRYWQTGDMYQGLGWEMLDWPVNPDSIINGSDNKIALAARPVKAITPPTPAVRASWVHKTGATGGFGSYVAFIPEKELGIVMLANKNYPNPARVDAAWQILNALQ
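AmpC (5.3 nM in the dispensed reagent) in 20 mM phosphate pH 7.0 with 0.01% (detergent screen) or 0.0001% Triton X-100 was preincubated with compounds for 15 min at room temperature. Nitrocefin was then added from an 800 uM solution, and hydrolysis was followed at 480 nm.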
HCMV inh: qHTS Assay for inhibitors of the human cytomegalovirus (HCMV) | HFF cells, HCMV-luciferase reporter, 72 h; stronger effect = lower value | 410,000 tested, 4.5% active | activity change, negative = inhibition, % at 57.5 µM; in the data active = activity change below about -60%; inconclusive = no clear call, values can overlap the other calls; inactive = above about -39%
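Screen run at 2 compound doses on HFFs infected with reporter HCMV, MOI 1 PFU/cell. Luciferase activity from cell lysates at 72 h post infection gave inhibition relative to buffer-only and Salinomycin wells.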
HCV inh: qHTS Assay for Inhibitors of Hepatitis C Virus (HCV); Huh7.5.1 HCVcc-Cre infection, luciferase reporter, 44 h; Potency, µM (series often up to 41.8 µM), for inactives: at the highest dose activity change, negative = inhibition, most hits filed as inhibitors; 340,000 tested, 3.4% active; AID 651820, 2012; note: potency is the fitted concentration of half-maximal effect
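Infectious HCVcc-Cre (~0.5 moi) was added to cells just after compound, with cells seeded 4 h earlier at 1,000 per well. Luciferase activity after 44 h culture reported infection; substrate was incubated 15 min at room temperature before reading.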
Sm TGR inh: qHTS Assay for the Inhibitors of Schistosoma Mansoni Peroxiredoxins; Schistosoma mansoni thioredoxin glutathione reductase (TGR), Q962Y6; purified TGR, DTNB reduction, TNB absorbance 405 nm; Potency, µM (highest dose often 114 µM), for the others: at the top dose activity change, negative = inhibition, most hits filed as inhibitors; 360,000 tested, 3% active; note: potency is the fitted concentration of half-maximal effect; nearly all actives have a fitted effect of over 60% in size
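TGR 20 nM + NADPH 100 uM (dispensed conc.), cpd preinc 15 min RT; start with NADPH (500 uM addition) then DTNB (15 mM addition). Kinetic TNB absorbance, 405 nm filter. Four-parameter Hill fit across titration.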
AMA1-RON2 inh: qHTS for Inhibitors of AMA1-RON; Towards Development of Antimalarial Drug Lead: Primary Screen; AlphaScreen AMA1-biotinylated RON2 peptide binding; Plasmodium falciparum AMA1 (3D7) - RON2 peptide interaction; 360,000 tested, 0.2% active; Potency, µM (series often up to 58.2 µM), for the others: top-dose activity change, negative = inhibition, most hits filed as inhibitors;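 note: potency is the fitted concentration of half-maximal effect; 0% = vehicle wells and -100% = peptide control; nearly all actives have a fitted effect of over 45% in size; some results filed as inactive show a strong effect at the top dose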
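AMA1 (3D7) with his tag at 25 nM final met compounds first, then biotinylated RON2 peptide at 25 nM; detection used donor plus acceptor beads, 10 µg/mL apiece, read by AlphaScreen after 30 min at room temperature.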
* = called active by the depositor; ? = inconclusive; . = not tested or not shown; & = joins results of further samples; [ ] = another dose, or the depositor's remark. Unless noted, calls come from the whole dose curve; as a rule, active = well fitted curve in the direction sought with a large enough effect; inconclusive = small, poorly fitted or top-dose-only effect, or another doubt; inactive = no such curve, though single readings can be large; an effect the other way counts as inactive or inconclusive. Unless noted, % is set by controls: 0 for no effect and ±100 for the full control effect. An unsorted share of the library, and some 9.3% of all compounds hit somewhere here.

1) O=C(Nc1cccc(C(F)(F)F)c1)c1sc(Cl)nc1C(F)(F)F
2) CCOc1cc(CN2CCN(CCc3ccccc3)C(CCO)C2)ccc1OC (centres undefined)
3) CCc1ccc(NC(=O)c2ccc(-n3cncn3)c([N+](=O)[O-])c2)cc1
4) COCC1CCN(C(=O)c2cc(COc3ccc(C)c(C)c3)on2)C1 (centres undefined)
5) O=C(NC1CCS(=O)(=O)C1)/C(=C\c1ccco1)NC(=O)c1ccccc1 (centres undefined)
6) Cc1cccc(N2CCN(C(=O)CN3C(=O)NC(C)(C4CC4)C3=O)CC2)c1C (centres undefined)
7) COc1ccc(CN2C(=NC(=O)CCC3CCCC3)SC3CS(=O)(=O)CC32)cc1 (centres undefined)
8) O=C(CCn1c(=O)sc2ccccc21)Nc1nc2ccccc2s1
Screen / compound no.,1,2,3,4,5,6,7,8
FBPA Giardia inh,-5%,1%,.,.,-13%,.,-10%,-4%
AmpC inh detg,-15%,8%,8%,7%,1%,0%,-15%,?
HCMV inh,21,29,-18,27,9,-1,-12,1
HCV inh,?,?,?,12%,9%,-2%,18%,?
Sm TGR inh,-24%,11%,2%,-16%,35µM*,-4%,-19%,0%
AMA1-RON2 inh,22%,-8%,-16%,2%,-1%,8%,-6%,-2%

9) O=C(COC(=O)c1ccc(O)cc1)c1ccc2c(c1)OCCO2
10) CN1C(=O)N(C)C(=O)C2(Cc3cc([N+](=O)[O-])ccc3N3CCN(C(=O)c4ccccc4)CC32)C1=O (centres undefined)
11) CCn1cc(C(=O)N2CCN(c3ccccc3OC)CC2)c2cc(OC)c(OC)cc2c1=O
12) O=C(CCCCN1CCCCC1)c1ccc2c(c1)Cc1ccccc1-2
13) COc1cccc(C(C(=O)NC2CCCC2)N(C(=O)c2csnn2)C2CC2)c1 (centres undefined)
14) O=C1CN(C(=O)COc2ccccc2Cl)c2ccccc2N1
15) CCC(=O)N(CC(=O)Nc1sc(C)c(C)c1C(N)=O)C1CCCC1
16) CCCNC(=O)c1onc(CSc2ccc(Cl)cc2)c1C(=O)NCCC(C)C
Screen / compound no.,9,10,11,12,13,14,15,16
FBPA Giardia inh,.,-18%,1%,0%,1%,.,0%,.
AmpC inh detg,-4%,-7%,5%&8%,4%,-11%,-6%,4%,.
HCMV inh,56,-24,-15&-5,-19,-1,?,24,-8
HCV inh,5%,10%,-18%,?,21%,13%,-10%,-13%[8.37 µM]
Sm TGR inh,-1%,1%,0%&-2%,2%,0%,-2%,1%,.
AMA1-RON2 inh,0%,-1%,-6%,-5%,-5%,1%[11.6 µM],8%,27%

17) Cc1nn(C)c(=S)[nH]c1=S
18) CSc1nnc(-c2cnccn2)n1Cc1ccccc1
19) CC(C)=CC(=O)OCc1cc([N+](=O)[O-])cc2c1OCOC2
20) O=C(CCN1C(=O)c2ccccc2S1(=O)=O)Nc1nc2c(s1)CCCC2
21) C/C(=N\N=C(N)N)c1ccc(Cl)c(Cl)c1
22) Cc1ccc(-n2cc(CN3CCC(CO)(Cc4cccc(C(F)(F)F)c4)CC3)cn2)cc1
23) COc1cc(C(=O)OCc2csc(CC(=O)Nc3cc(C)ccc3C)n2)ccc1OC(F)F
24) CC(=O)Nc1ccc(NC(=O)c2c(C)noc2C)cc1
Screen / compound no.,17,18,19,20,21,22,23,24
FBPA Giardia inh,.,2%,4%,-6%,0%,0%,.,.
AmpC inh detg,.,0%,-10%,-6%,-2%,4%,.,-7%
HCMV inh,-6,-4,95,18,-24,-99*,-17,23
HCV inh,11%,9%,?,12%,?,11µM*,?,16%
Sm TGR inh,.,3%,-1%,-28%,.,1%,.,1%
AMA1-RON2 inh,58%[activator],-4%,-23%,-11%,10%,-3%,2%,-8%

25) C/C(N)=C(/C#N)C(=O)COC(=O)CSc1ccc2ccccc2c1
26) CCOC(=O)c1ccc(S(=O)(=O)N2CCC(C(=O)NCc3ccccc3OC)CC2)cc1
27) Cc1ccccc1S(=O)(=O)/N=C(/Nc1c(C)n(C)n(-c2ccccc2)c1=O)c1ccccc1
28) Oc1ccccc1-c1nc(/C=C/c2ccc(F)cc2)no1
29) CC1Sc2ccc(S(=O)(=O)N3CCC(C(=O)N(C)Cc4ccco4)CC3)cc2NC1=O (centres undefined)
30) CN(CCOc1ccc(Br)cc1)CC(=O)Nc1cccc(S(=O)(=O)NC2=NCCC2)c1
31) Cc1nc2ccc(S(=O)(=O)Nc3ccccc3C)cc2s1
32) COc1ccc(OC)c(/C=C2\SC(=S)N(N3CCOCC3)C2=O)c1
Screen / compound no.,25,26,27,28,29,30,31,32
FBPA Giardia inh,-4%,.,2%,.,.,8%,1%,-3%
AmpC inh detg,-8%,-10%,-5%,28%,1%,-9%,?,8%
HCMV inh,17,10,-36,95,-20,?,-2,-6
HCV inh,17%,-4%,26%,.,?,?,-9%,-1%
Sm TGR inh,-29%,1%,-4%,0%,1%,3%,5%,-7%
AMA1-RON2 inh,-1%,4%,4%,.,1%,1%,0%,-6%

33) CCOc1ccc(CNC(=O)C(=O)c2cn(CC(=O)N3CCOCC3)c3ccccc23)cc1OC
34) O=c1nc(-c2ccccc2)cc(C(F)(F)F)[nH]1
35) COc1ccc(C2=CC(c3cccc(C)c3)n3nnnc3N2)cc1 (centres undefined)
36) C/C(=N\Nc1ccc(C(F)(F)F)cn1)c1ccncc1
37) COc1ccc(-n2cnnc2SCC(=O)NC2CCCCC2)cc1
38) CC1(C)CC(=O)C(C=NC(CCC(N)=O)C(=O)O)=C(O)C1 (centres undefined)
39) O=C(COC(=O)c1cc(-c2ccccc2)nc2c(Cl)cccc12)c1ccc(F)cc1
40) CC[C@@H](C)[C@H](CNC)NC[C@@H](Cc1cccc2ccccc12)NCCc1cccc(C(F)(F)F)c1
Screen / compound no.,33,34,35,36,37,38,39,40
FBPA Giardia inh,.,-1%,.,-28%,.,9%,.,7%
AmpC inh detg,-14%,-13%,0%,7%,.,-13%,20%,-9%
HCMV inh,23,12,-13,137,-5,8,-24,-99*
HCV inh,-14%,7%,.,1%,-9%,-10%,.,1%
Sm TGR inh,-2%,8%,-32%,1%,.,-19%,-3%,1%
AMA1-RON2 inh,28%,-5%,.,-18%,-2%[11.6 µM],79%[activator],.,94%[activator]

41) CCn1c(=O)c2c(nc3n2CCCN3Cc2ccccc2)n(C)c1=O
42) Nc1cc(N)nc(SCc2cc([N+](=O)[O-])cc3c2OCOC3)n1
43) COc1ccc(CNCCSc2nnnn2C)c(OC)c1OC
44) CCOC(=O)C1CCN(C(=O)C2(NC(=O)Nc3ccccc3Cl)CCCCC2)CC1
45) O=C(CS(=O)(=O)c1ccc(Cl)cc1)Nc1nc2ccc(Br)cc2s1
46) COc1ccc2sc(N(Cc3cccnc3)C(=O)c3ccc4c(c3)OCCO4)nc2c1
47) Cc1cccc(N2C(=O)c3cccc4c(N)ccc(c34)C2=O)c1
48) Cc1sc2nc(SCC(=O)NCc3cccs3)[nH]c(=O)c2c1C
Screen / compound no.,41,42,43,44,45,46,47,48
FBPA Giardia inh,-4%,-20%,-3%,6%,.,.,-1%,-5%
AmpC inh detg,2%,10%,-2%,?,3%,-8%,4%,-12%
HCMV inh,4,-25,48,-40,?,-90*,?,14
HCV inh,-8%,-26%,-20%,?,.,.,10µM*,7%
Sm TGR inh,0%,9%,1%,-2%,0%,-1%,-6%,-27%
AMA1-RON2 inh,-3%,5%,6%,11%,.,.,70%[activator],28%

4 compounds out of the list, sorted by number of heavy atoms, highest first.
46) COc1ccc2sc(N(Cc3cccnc3)C(=O)c3ccc4c(c3)OCCO4)nc2c1
41) CCn1c(=O)c2c(nc3n2CCCN3Cc2ccccc2)n(C)c1=O
45) O=C(CS(=O)(=O)c1ccc(Cl)cc1)Nc1nc2ccc(Br)cc2s1
48) Cc1sc2nc(SCC(=O)NCc3cccs3)[nH]c(=O)c2c1C
Screen / compound no.,46,41,45,48
FBPA Giardia inh,.,-4%,.,-5%
AmpC inh detg,-8%,2%,3%,-12%
HCMV inh,-90*,4,?,14
HCV inh,.,-8%,.,7%
Sm TGR inh,-1%,0%,0%,-27%
AMA1-RON2 inh,.,-3%,.,28%

Additional entries.
49) COc1ccc(OC)c(CCNC(=O)c2ccc3[nH]c(C)c(C)c3c2)c1
50) COc1ccccc1N(CC(=O)NC(C)(C)C)C(=O)C1CSC(=O)C1 (centres undefined)
51) O=C(COc1ccc2ccc(=O)oc2c1)NC1CCN(Cc2ccccc2)CC1
52) CN(C)c1ccc(S(=O)(=O)N2CCCCC2)cc1NC(=O)CCNC(=O)c1ccco1
53) COc1cc(/C=C2\C(=N)N3N=CSC3=NC2=O)ccc1OS(=O)(=O)c1ccccc1[N+](=O)[O-]
54) CC(C)[C@@H](C(=O)O)N(Cc1cccc(CN([C@H](C(=O)O)C(C)C)S(C)(=O)=O)c1)S(C)(=O)=O
55) O=S(=O)(NCC(c1cccnc1)N1CCN(Cc2ccccc2)CC1)c1ccc(F)cc1 (centres undefined)
56) Cc1nn(Cc2ccccc2)c(C)c1NC(=O)CSc1nnc(-c2cc(Cl)ccc2O)n1C
57) O=C(NCCc1ccc(Cl)cc1)c1ccc(Cn2c(=O)c3cccn3c3cccnc32)cc1
58) Cc1nn(C)c(C(=O)NNC(=O)NC2CCCCC2)c1Cl
59) O=C(O)CC(NNC(=O)c1ccccc1)C(=O)Nc1ccc([N+](=O)[O-])cc1 (centres undefined)
Screen / compound no.,49,50,51,52,53,54,55,56,57,58,59
FBPA Giardia inh,.,1%,.,.,14%,-8%,.,-12%,.,-1%,-8%
AmpC inh detg,4%,0%,-2%,-2%,-11%,?,-5%,1%,-2%,4%,2%
HCMV inh,0,0,0,3,-19,-20,-33,14,-29,9,9
HCV inh,.,14%,1%,16%,-5%,18%,.,5%,.,7%,11%
Sm TGR inh,8%,-2%,-27%,?,-30%,4%,-6%,0%,-1%,-3%,-5%
AMA1-RON2 inh,.,20%,18%,-10%,36%[activator],4%,-15%,18%,.,87%[activator],60%[activator]
